HP1b binding inh: HP1-beta chromodomain-methylated histone interaction inhibition | AlphaScreen HP1-beta / biotin-H3K9me3 peptide binding | Potency, µM (doses to about 114 µM), without a hit: at the highest dose activity change, negative = inhibition, actives largely listed as inhibitors | hit rate 0.56% among 390,000 | AID 540317; also: potency is read from the fitted curve at half-maximal effect; nearly all actives have a fitted effect of over 70% in size; inactives centre near 23
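Compound inhibition of the preformed complex between 50 nM HP1-beta and 50 nM biotinylated H3K9me3 peptide was read by AlphaScreen. Buffer was PBS pH 7.4 with 0.01% Tween-20. Incubations ran 30 min at room temperature, with 10 ug/mL donor/acceptor beads.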
POLH inh: blocks human DNA polymerase eta activity | hit rate 1.2% among 390,000 | Potency, µM (highest dose often 114 µM), inactives show at the highest dose activity change, negative = inhibition, hits mostly inhibitors | Q9Y253 | recombinant Pol eta, fluorescent DNA replication assay; also: potency is read from the fitted curve at half-maximal effect; % is scaled to controls: 0 for no effect and ±100 for the full control effect
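Pol eta at 10 nM preincubated with compounds 15 min at room temperature; reaction started with fluorescent substrate (50 nM final) and read kinetically at 0 and 10 min.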
G9a block: inhibitors of human histone lysine methyltransferase G9a. Q96KQ7. G9a H3K9 monomethylation, AlphaScreen, 2 h. Potency, µM (top dose mostly 102 µM), for the others: top-dose activity, negative = inhibition, usual class: inhibitors. hit rate 8.8% among 350,000; also: potency is read from the fitted curve at half-maximal effect; % is scaled to controls: 0 for no effect and ±100 for the full control effect; nearly all actives have a fitted effect of over 75% in size
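Compounds were preincubated with 20 nM G9a for 15 min, after which biotinylated H3K9 peptide (500 nM) and SAM (20 uM) started a 2 h room-temperature reaction. Monomethylated product was quantified by antibody-based AlphaScreen chemiluminescence.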
PGK inhibitor: T. brucei PGK inhibition; PGK/GAPDH coupled, Kinase-Glo luminescence, 60 min; Potency, µM (series often up to 57.5 µM), for inactives: at the top dose activity change, negative = inhibition, usual class: inhibitors; hit rate 0.043% among 380,000; also: potency is read from the fitted curve at half-maximal effect; % is scaled to controls: 0 for no effect and ±100 for the full control effect; nearly all actives have a fitted effect of over 60% in size
Target sequence (P07378 whole entry, looked up): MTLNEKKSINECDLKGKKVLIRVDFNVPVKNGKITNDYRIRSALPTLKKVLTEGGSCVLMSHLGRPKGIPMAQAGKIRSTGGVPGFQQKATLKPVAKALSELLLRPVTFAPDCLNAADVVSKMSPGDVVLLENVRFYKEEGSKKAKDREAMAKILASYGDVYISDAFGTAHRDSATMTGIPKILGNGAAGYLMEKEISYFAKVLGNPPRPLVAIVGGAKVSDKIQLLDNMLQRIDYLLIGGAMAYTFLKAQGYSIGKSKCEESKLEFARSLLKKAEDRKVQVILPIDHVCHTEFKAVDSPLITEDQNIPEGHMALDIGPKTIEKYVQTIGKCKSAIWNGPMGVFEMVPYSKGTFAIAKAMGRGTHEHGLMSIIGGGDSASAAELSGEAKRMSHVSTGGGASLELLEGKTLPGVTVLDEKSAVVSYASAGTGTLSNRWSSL
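Recombinant glycosomal PGK reaction used 1,3-bisphosphoglycerate generated in-well by GAPDH (100nM final) in 100mM TEA pH 7.6, 5mM MgCl2, 0.01% Tween-20. After 60 minutes at room temperature, ATP was read by Kinase-Glo Plus luminescence end-point.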
Pin1 inhibitor: inhibitors of human Pin1. Q13526. Pin1 FP peptide displacement, HiFluor488, 10 min. Potency, µM (titrated, usually from 115 µM), without a hit: at the top dose activity, negative = inhibition, most hits filed as inhibitors. hit rate 0.009% among 390,000. AID 504891; active = well fitted inhibition curve with a large enough effect in the polarisation, with a control signal flat, not every such curve was filed as active; inconclusive = small, poorly fitted or top-dose-only effect, or effect the other way, or a change in a side signal; inactive = no such curve, though single readings can be large or run the other way; the % refers to the polarisation; also: potency is read from the fitted curve at half-maximal effect; % is scaled to controls: 0 for no effect and ±100 for the full control effect
GLS inh: glutaminase GLS (human) inhibition | O94925 | GLS enzymatic activity, qHTS titration | Potency, µM (titrated, usually from 45.5 µM), inactives show top-dose activity change, negative = inhibition, hits mostly inhibitors | hit rate 0.21% among 410,000 | AID 624170; also: potency is read from the fitted curve at half-maximal effect; % is scaled to controls: 0 for no effect and ±100 for the full control effect
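Human kidney-isoform GLS in 45 mM KH2PO4 pH 8.2, 0.02% Tween-20, with compound, started with 1mM L-Glutamine (added stock). Glutamate oxidase/HRP/Amplex red coupled fluorescence read at start and after 30 min at RT.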
JMJD2A Tudor inh: JMJD2A Tudor domain (human) inhibition; AID 504339; O75164; AlphaScreen JMJD2A-Tudor / H3K4me3 peptide binding; hit rate 4.4% among 390,000; Potency, µM (top dose mostly 114 µM), for the others: top-dose activity change, negative = inhibition, usual class: inhibitors; also: potency is read from the fitted curve at half-maximal effect; % is scaled to controls: 0 for no effect and ±100 for the full control effect; nearly all actives have a fitted effect of over 50% in size
BAZ2B inh: BAZ2B (human) inhibition; Q9UIF8; AlphaScreen BAZ2B-H3K14Ac peptide displacement; Potency, µM (highest dose often 114 µM), for inactives: top-dose activity change, negative = inhibition, hits mostly inhibitors; hit rate 4.4% among 360,000; AID 504333; also: potency is read from the fitted curve at half-maximal effect; % is scaled to controls: 0 for no effect and ±100 for the full control effect; nearly all actives have a fitted effect of over 60% in size
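AlphaScreen luminescence quantifies BAZ2B engagement of H3K14Ac peptide; the protein and biotinylated peptide are both at 50 nM final, buffer PBS pH 7.4 with 0.01% Tween-20, all steps at room temperature.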
PI4K2A inh: PI4K2A (human) kinase inhibition. hit rate 0.13% among 420,000. purified PI4K2A, ADP-Glo luminescence, 1 h; active compounds read low. AID 1346378. Q9BTU6. activity change, negative = inhibition, % at 76.9 µM; in the data active = activity change below about -50%; inconclusive = mostly about -30% to -49%;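 also: -100% = wells without enzyme as full effect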
Target sequence (Q9BTU6 whole entry, looked up): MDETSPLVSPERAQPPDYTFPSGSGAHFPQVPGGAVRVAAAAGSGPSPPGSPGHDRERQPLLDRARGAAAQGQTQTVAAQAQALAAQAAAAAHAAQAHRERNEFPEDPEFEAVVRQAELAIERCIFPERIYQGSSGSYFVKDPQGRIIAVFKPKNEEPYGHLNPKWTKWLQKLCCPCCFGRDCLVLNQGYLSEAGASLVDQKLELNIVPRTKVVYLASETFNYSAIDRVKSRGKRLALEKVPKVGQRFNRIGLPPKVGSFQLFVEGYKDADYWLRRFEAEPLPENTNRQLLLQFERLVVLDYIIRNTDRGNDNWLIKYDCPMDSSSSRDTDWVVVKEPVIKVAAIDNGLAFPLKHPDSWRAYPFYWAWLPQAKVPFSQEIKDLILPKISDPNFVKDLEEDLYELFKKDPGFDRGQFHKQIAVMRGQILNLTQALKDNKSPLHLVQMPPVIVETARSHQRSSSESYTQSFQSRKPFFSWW
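In this quantitative HTS, ADP production by PI4K2A was quantified luminescently after 1 h at ambient temperature; 100 microM adenosine served as plate-quality control.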
An asterisk follows results filed as active; i = inactive; u = inconclusive; x = no result given; & = joins results of further samples; [ ] = dose if it differs, or a comment. Unless noted, calls follow the shape of the dose curve; as a rule, active = well fitted curve in the direction sought with a large enough effect; inconclusive = small, poorly fitted or top-dose-only effect, or another doubt; inactive = no such curve, though single readings can be large; an effect the other way counts as inactive or inconclusive. A portion of the library; rates above refer to the full screens.

HP1b binding inh,POLH inh,G9a block,PGK inhibitor,Pin1 inhibitor,GLS inh,JMJD2A Tudor inh,BAZ2B inh,mol,PI4K2A inh
10%,-10%,7.1µM*,i,-1%,-2%,4.5µM*,-24%,C=CCn1c(-c2ccccc2OCC)n[nH]c1=S,-1
8%,7%,-6%,-6%,-7%,-6%,-21%,5%,O=C(COc1ncnc2ccccc12)NC(=O)NCc1ccccc1,-5
25%,-17%,u,9%,9%,6%,-4%,-8%,O=S(=O)(NCC(c1ccco1)N1CCc2ccccc2C1)c1ccc(Br)cc1 (centres undefined),-2
23%,-7%,11%[59 µM],5%,2%,8%,-3%,4%,COc1cc(C(=O)NCC(c2ccco2)N(C)C)cc(OC)c1OC (centres undefined),5
u,-9%,32µM*,-6%,-24%,17%,50µM*,50µM*,CC1=CC(C)(C)Nc2cc(C)c(C)cc21,2
39%[activator],-8%,21%[59 µM],i,-1%,-4%,25%,22%,CCOC(=O)C1CCCN(c2ncnc3c2cnn3-c2ccc(C)c(Cl)c2)C1 (centres undefined),3
41%[activator],-9%,27%,1%,u,9%,-11%[11.4 µM],12%,Cc1ccc(Oc2ccc(Cl)cc2N)cc1,-1
31%,-9%,39%,-6%,u,-3%,-8%,-31%,Cc1ccc(NC(=O)NCCCc2ccccc2)cc1,6
44%[activator],-14%,4%[59 µM],i,8%,3%,-7%,-1%,CCc1cccc(-n2c(=O)c3cccnc3n2CC(=O)Nc2ccc(OC)c(Cl)c2)c1,2
31%,-11%,-11%[59 µM],i,-7%,3%,-2%,5%,CCNC(=O)NNC(=O)C1CC(c2cccs2)=NO1 (centres undefined),-3
17%,-8%,14%[12.7 µM],-9%,-3%,2%,1%,31%[activator],CC(Sc1nc2ccccc2c(=O)n1CCc1ccc(S(N)(=O)=O)cc1)C(=O)NC(N)=O (centres undefined),-11
1%,-2%,-13%[59 µM],-7%,-2%,-1%,-3%,2%,COc1ccc(C)cc1NC(=O)c1cnc2n(c1=O)CCS2,6
29%,-9%,u,i,-4%,2%,-5%,-36%,COc1ccc(OCC(=O)N/N=C/C(C)=C/c2ccco2)c(Br)c1,-7
34%,-7%,20%,2%,6%,-8%,u,6%,COc1ccccc1NS(=O)(=O)c1cc(NC(=O)CCNC(C)=O)ccc1C,2
31%,-17%,-27%[59 µM],-1%,1%,-4%,-14%,u,CCOc1ccc(N=C2SC(C(=O)O)CC(=O)N2C)cc1 (centres undefined),0
-23%,-20%,-36%[12.7 µM],-5%,-3%,-4%,28µM*,50µM*,CC1(C)N(O)CC(c2cccs2)=[N+]1[O-],-10
44%[activator],-1%,-10%,0%,-3%,-10%,-7%,-3%,CC(=O)Nc1ncc2c(n1)CC(c1ccco1)CC2=O (centres undefined),-1
10%[57 µM],6%,10%[0.501 µM],15%,-11%,5%,-28%,-15%,CCc1ccc(N2CC(C)Cn3c2nc2c3c(=O)[nH]c(=O)n2C)cc1 (centres undefined),8
17%,-10%,x,0%,-8%,3%,-16%,-38%,CCN(CC)CCCOC(=O)c1ccc(OC)cc1O,-3
16%,-7%,-4%[0.501 µM],-4%,-15%,0%,-16%,2%,C/C=C/COC(=O)C1=C(C)NC(=O)NC1c1ccc2c(c1)OCO2 (centres undefined),0
9%,-16%,-37%,i,-5%,-3%,-1%,-11%,C=CCCCCCCCCc1nc(SCC(=O)O)n[nH]1,-1
46%[activator],-15%,5%[2.33 µM],-10%,-2%,-1%,-1%[11.4 µM],-4%,CCCCOc1ccccc1C1CC(=O)NC2=C1C(=O)CCC2 (centres undefined),3
31%,-15%,21%[12.7 µM],0%,-11%,15%,-17%,-2%,CCOC(=O)c1[nH]c2ccccc2c1NC(C)=O,-4
15%,4%,-3%,-2%,-2%,0%,-1%,-1%,CSc1nsc(SCC(=O)Nc2cc(C(=O)O)ccc2C)n1,-3
35%,-16%,-33%,5%,-3%,0%,-5%,-14%,Cc1ccc(NC(=O)CSc2cccc[n+]2[O-])c([N+](=O)[O-])c1,-1
136%[activator],-17%,108%[activator][59 µM],-4%,4%,1%,37%[activator],26%,CSc1ccc(CN(C)CC(=O)Nc2ccccc2Br)cc1,1
11%,-5%,-3%[59 µM],1%,0%,-20%,-32%,u,CCOc1ccc(NC(=O)CC2C(=O)N(c3ccc(OC)cc3)C(=S)N2Cc2ccccn2)cc1 (centres undefined),0
23%,1%,11%[59 µM],-2%,-9%,7%,-22%,4%,O=c1[nH]cnc2ccccc12,3
-3%,-20%,-1%,-12%,4%,-1%,-28%,-5%,Cc1ccsc1C1Nc2ccc3ncccc3c2C2=C1C(=O)CC(C)(C)C2 (centres undefined),-9
12%,2%,4%[12.7 µM],i,8%,5%,-13%,-12%,Cc1ccc2nc(-c3ccc(NC(=O)CSCC(=O)O)cc3)sc2c1,4
22%,-18%,u,i,1%,20%,-2%,-16%,Cc1nc2ccccn2c1C(=O)C(=O)Nc1cc(F)ccc1F,2
22%,-10%,21%[59 µM],3%,1%,11%,-27%,6%,COc1cc(C2NC(=O)NC(C)=C2C(=O)OC(C)C)ccc1OC(=O)c1ccco1 (centres undefined),-1
48%[activator],-15%,4%[59 µM],-6%,-8%,-2%,6%,-3%,CCCc1cc(=O)[nH]c(SCC(=O)N2CC3(C)CC2CC(C)(C)C3)n1 (centres undefined),-3
x,-13%,x,-4%,x,-1%,x,x,CCOc1ccc(/C=C/C(=O)N(CC)CC(=O)Nc2c(F)cccc2F)cc1OC,-6
8%,u,u,0%,u,-7%&-6%,-25%,x,N[C@@H](Cc1cc(I)c(Oc2cc(I)c(O)c(I)c2)c(I)c1)C(=O)O,-7&-6
27%,-21%,0%,-1%,-3%,-6%,-9%,-4%,CN(Cc1ccc(OC(F)F)cc1)C(=O)c1ccc2c(=O)n3c(nc2c1)CCC3,-1
14%,4%,-24%[59 µM],2%,-25%,-10%,-17%,x,Clc1ccc2nc(-c3ccc(Br)o3)c(Nc3ccc4c(c3)OCCO4)n2c1,6
33%,-16%,-12%[59 µM],-1%,3%,3%,-10%,-7%,O=C(NC1CCN(Cc2ccccc2)CC1)C1CCCN(S(=O)(=O)c2cccc3nonc23)C1 (centres undefined),0
22%,6%,5%[59 µM],2%,-1%,-6%,-2%,4%[57.1 µM],O=C(Nc1ccccc1C(F)(F)F)N1Cc2ccccc2Oc2ncccc21,2
20%,-15%,-34%[59 µM],6%,4%,-1%,-9%,0%,Cc1ccc(CNC(=O)CSCc2nc(-c3cccc(C)c3)oc2C)cc1,1
31%,-25%,-51%,-2%,-3%,-1%,5%,-1%,COC(=O)CNC(=O)c1ccc(OC2CCN(C(=O)C3CC3)CC2)cc1,0
19%,-8%,-3%[2.33 µM],i,2%,u,-14%,-27%,O=C(/C=C/c1ccc(Cl)cc1Cl)NCc1ccncc1,1
-16%,-14%,1.4µM*,-15%,-4%,34%[activator],7.9µM*,50µM*,O=C(O)c1cccc(S(=O)(=O)NNc2ccccc2C(F)(F)F)c1,-3
-4%,-19%,-10%[59 µM],-1%,37%[activator],-6%,-26%,-33%,CCOc1ccc(C(=O)CC(=O)C(=O)NCCc2ccc(OC)c(OC)c2)cc1,2
27%,-15%,11%,-5%,3%,2%,-9%,8%,O=C(Cc1ccc(Cl)cc1)Nc1ccccc1C(=O)Nc1ccc(C(=O)O)cc1,-4
36%,-14%,17%[2.33 µM],0%,-4%,0%,-22%,-4%,Cc1ccc(C2(c3ccccc3)NC(=O)N(CC(=O)NC3(C#N)CCCC3)C2=O)cc1C (centres undefined),-4
u,-1%,35µM*,i,22%,12%,-34%,-5%,CN(C)S(=O)(=O)c1cccc(N=C2NN=C(c3ccccc3)CS2)c1,-9
-15%,-16%,5%[59 µM],-1%,-9%,0%,-30%,-18%,COc1ccccc1N1CCN(C(=O)c2ccc(N(C)S(=O)(=O)c3ccccc3)cc2)CC1,-1
16%,-15%,-28%,-2%,41%[activator],-21%,-23%,-38%,CCOC(=O)c1sc(NC(=O)Cn2nnc3sc4c(c3c2=O)CCC(C(C)(C)C)C4)nc1C (centres undefined),-4
37%,-9%,u,i,-7%,-5%,-8%,9%,Cn1c(=O)c2ncn(CC(=O)NCCC3=CCCCC3)c2n(C)c1=O,-4
-5%,-19%,u,6%,20%,8%,u,-20%,Cc1ccc(C(=O)OC2=C(C(=O)c3ccccc3)N(C)S(=O)(=O)c3ccccc32)cc1,31
41%[activator],-15%,x,-5%,4%,0%,-12%,x,CCCCCCCCNCCS(=O)(=O)NC1CCCCC1,1

Reprinted at random: 2 records from the list.
HP1b binding inh,POLH inh,G9a block,PGK inhibitor,Pin1 inhibitor,GLS inh,JMJD2A Tudor inh,BAZ2B inh,mol,PI4K2A inh
23%,1%,11%[59 µM],-2%,-9%,7%,-22%,4%,O=c1[nH]cnc2ccccc12,3
10%,-10%,7.1µM*,i,-1%,-2%,4.5µM*,-24%,C=CCn1c(-c2ccccc2OCC)n[nH]c1=S,-1

Compound activity as filed in PubChem.
